HTR5A ag: HTR5A agonists in luminescence cell assay, primary screen, counter-screen for OPRM1-OPRD1 heterodimer agonist project, full-deck HTS. activation, % at 9.3 µM. AID 504692, 2011. hit rate 0.61% among 340,000. cell-based. 5-hydroxytryptamine receptor 5A (Homo sapiens), P47898; in the data active = activation mostly above about 9.5%, no sharp cut-off; inactive = mostly below about 7.6%;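 also: 0% = cells with vehicle only and 100% = reference agonist; strong numbers were not always called active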
HTR5A inv ctr: HTR5A inverse agonists in luminescence cell assay, primary screen, counter-screen for OPRM1-OPRD1 heterodimer inverse agonist project, full-deck HTS; 5-hydroxytryptamine receptor 5A (Homo sapiens), P47898; HTR5A cell line, inverse agonism; inhibition, % at 9.3 µM; hit rate 0.083% among 340,000; AID 504634, 2011; in the data active = inhibition mostly above about 23%, no sharp cut-off; inactive = mostly below about 18%;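 also: 0% = cells with DMSO and 100% = no-cell wells with DMSO; some compounds called inactive have numbers as strong as hits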
MOR-DOR inv ag: inverse agonists of MOR-DOR heterodimerization, primary screen, cell-based, luminescence; Mu-type opioid receptor (Homo sapiens) + Delta-type opioid receptor (Homo sapiens), …; cell-based MOR-DOR heterodimer luminescence, inverse agonism; inhibition, % at 9.3 µM; hit rate 0.21% among 340,000; in the data active = inhibition above about 22%, passing the limit was not always enough;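 also: 0% = cells with DMSO and 100% = wells without cells with DMSO; values of inactives mirror those of a sister screen read the other way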
Pemphigus Ab inh: inhibitors of pemphigus antibody binding to DSG3, primary screen, biochemical, bead-based, flow cytometry, scFv-GFP. Desmoglein-3 (Homo sapiens), P32926. binding (percent of control), % at 10 µM. DSG3-coupled beads, scFv-anti-DSG3-GFP binding; active compounds read low. AID 588358, 2011. hit rate 0.48% among 310,000;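 active = binding more than 3 SD below its plate's average and above zero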;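 also: hits lower antibody fragment binding to DSG3; some compounds called inactive have numbers as strong as hits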
Target sequence (P32926 whole entry, looked up, the tested form may be a part): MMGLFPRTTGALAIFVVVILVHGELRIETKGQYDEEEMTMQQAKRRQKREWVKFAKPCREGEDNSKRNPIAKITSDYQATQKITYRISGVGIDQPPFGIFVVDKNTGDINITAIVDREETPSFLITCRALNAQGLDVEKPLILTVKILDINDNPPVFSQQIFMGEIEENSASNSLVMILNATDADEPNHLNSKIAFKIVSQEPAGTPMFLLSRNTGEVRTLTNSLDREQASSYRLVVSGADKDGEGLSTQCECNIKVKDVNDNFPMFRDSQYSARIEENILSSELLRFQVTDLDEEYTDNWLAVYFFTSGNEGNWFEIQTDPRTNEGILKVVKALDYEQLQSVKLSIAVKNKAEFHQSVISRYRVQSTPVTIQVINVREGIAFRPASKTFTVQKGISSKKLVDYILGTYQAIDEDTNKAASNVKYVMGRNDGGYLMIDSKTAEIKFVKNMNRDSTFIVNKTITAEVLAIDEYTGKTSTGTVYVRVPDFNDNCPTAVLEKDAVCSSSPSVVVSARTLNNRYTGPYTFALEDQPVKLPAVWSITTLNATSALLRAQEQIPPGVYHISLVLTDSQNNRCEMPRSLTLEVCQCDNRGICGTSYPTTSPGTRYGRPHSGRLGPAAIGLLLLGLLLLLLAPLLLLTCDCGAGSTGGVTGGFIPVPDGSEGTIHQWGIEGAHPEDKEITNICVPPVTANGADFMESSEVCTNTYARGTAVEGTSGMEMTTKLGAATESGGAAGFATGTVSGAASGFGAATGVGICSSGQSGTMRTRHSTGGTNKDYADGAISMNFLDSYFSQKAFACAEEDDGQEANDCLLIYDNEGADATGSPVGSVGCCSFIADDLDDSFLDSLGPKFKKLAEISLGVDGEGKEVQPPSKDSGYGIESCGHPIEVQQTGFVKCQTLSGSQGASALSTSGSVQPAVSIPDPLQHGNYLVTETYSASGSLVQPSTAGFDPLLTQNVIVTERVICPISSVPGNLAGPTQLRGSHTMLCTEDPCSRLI
Mot1-301 SUMO: yeast Mot1-301 growth rescue at high temperature, primary screen, SUMOylation pathway inhibitor project, S. cerevisiae, ATP luminescence, 38.5C | hit rate 1% among 320,000 | growth rescue, % at 18.8 µM | S. cerevisiae Mot1-301 growth rescue; percent above DMSO median, 100 means doubled;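 active = every valid replicate shows activation above 250% relative to neutral control wells; inactive = the rest, any valid replicate at or below 250%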;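 also: OY570 slx delta 5 strain wells were the positive control but not used for scaling; some compounds called inactive have numbers as strong as hits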
phage Ecoli inh: growth loss of phage-infected E. coli, primary screen, RecBCD inhibitor project, absorbance, with phage, HTS; inhibition, % at 11.9 µM; hit rate 0.26% among 360,000; in the data active = inhibition above about 11%
MOR-DOR ag: agonists of OPRM1-OPRD1 heterodimerization, primary screen, cell-based, luminescence; Mu-type opioid receptor (Homo sapiens) + Delta-type opioid receptor (Homo sapiens), …; cells; activation, % at 9.3 µM; hit rate 0.3% among 340,000; AID 504326, 2011; in the data active = activation above about 18%;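 also: 0% = vehicle-treated cells and 100% = reference agonist; values of inactives mirror those of a sister screen read the other way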
PfHsp90 set2: growth inhibition of PfHsp90-expressing yeast, primary screen, antimalarial PfHsp90 inhibitor project, S. cerevisiae, BacTiter-Glo luminescence, single point, set 2; inhibition, % at 9.4 µM; hit rate 0.32% among 310,000; BacTiter-Glo ATP, 48 h; yeast lacking PDR1 and PDR3 efflux regulators; AID 504621, 2011;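 active = every replicate shows inhibition above about 80%, whatever the replicate mean, limit read from the data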;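 also: 0% = DMSO neutral controls and 100% = 20 µM radicicol positive controls; yeast relying on Plasmodium falciparum Hsp90 in place of its own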
PKA-R1A act: activators of PKA-R1A holoenzyme, primary screen, biochemical, fluorescence polarization, Cy5-IP20, bovine R1A, mouse PKAc. cAMP-dependent protein kinase type I-alpha regulatory subunit (Bos taurus) + …. PKA-R1A dissociation; scaled: DMSO 0%, 113 µM cGMP 100%. activation, % at 11.4 µM. hit rate 0.083% among 340,000. AID 504707, 2011;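 active = percent activation above the mean of all tested compounds plus 3 SD, cut at about 19% in these data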;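 also: higher means more PKAc released from R1A so a rise in polarization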
AddAB inh: growth inhibition of E. coli expressing H. pylori AddAB, primary screen, AddAB inhibitor project, absorbance; inhibition, % at 11.9 µM; hit rate 0.29% among 330,000; in the data active = inhibition above about 12%;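 also: 0% = vehicle wells of infected cells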
E coli growth: E. coli V3065 growth inhibition, primary screen, counter-screen for AddAB inhibitor project, absorbance, OD600; 18 h; inhibition, % at 11.9 µM; hit rate 0.27% among 330,000; AID 449728, 2010;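 active = inhibition above the campaign's mean inhibition across all tested compounds plus 3 SD, cut at about 9.9% in these data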;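 also: uninfected addAB+ strain grown without phage in ampicillin broth; 0% = DMSO wells and 100% = ciprofloxacin 0.95 µg/ml wells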
The depositor's hits bear a star; / = not tested or not shown.

canonical_smiles,HTR5A ag,HTR5A inv ctr,MOR-DOR inv ag,Pemphigus Ab inh,Mot1-301 SUMO,phage Ecoli inh,MOR-DOR ag,PfHsp90 set2,PKA-R1A act,AddAB inh,E coli growth
Cc1ccc(NC(=O)COC(=O)CN2C(=O)NC3(CCCC3)C2=O)cc1S(=O)(=O)N(C)C,4,-15,9,102,1,2.2,-1.7,-10,-2,3.1,0.2
O=C(O)[C@@H]1CCCN1S(=O)(=O)c1cccc(S(=O)(=O)N2CCC[C@H]2C(=O)O)c1,4,4,5,100,-6,1.9,-0.9,11,-2,0.2,-1.3
COc1cc(NS(=O)(=O)c2ccc(NC(=O)c3ccc(Cl)cc3Cl)cc2)ncn1,-3,-32,8,104,20,-0.6,-1.2,-8,0,0.4,-1.4
O=C(CCSCCC(=O)NCc1ccc(F)cc1)NCc1ccc(F)cc1,-1,4,0,106,13,2.8,0.0,2,-5,0.2,-2.1
CCC(C)Cn1cnc2c(Sc3c([N+](=O)[O-])ncn3C)nc(N)nc21 (configuration not stated),-2,9,9,116,/,1.9,-1.7,-14,-6,/,/
CCCC(NC(=O)Cc1c(C)c2cc3c(C)c(C)oc3c(C)c2oc1=O)C(=O)N[C@@H](Cc1ccccc1)C(=O)O (some centres not stated),3,5,10,99,-5,0.1,-2.0,-22,-9,5.2,3.3
Cc1ccc(C(=O)C(C)OC(=O)c2ccccc2[N+](=O)[O-])cc1 (configuration not stated),-1,-5,-13,97,-8,3.3,1.9,-15,-11,2.1,4.7
CCOC(=O)c1cnc(-c2ccccc2)nc1N(C)C,-2,12,0,105,9,-0.6,-0.1,0,-4,1.9,-1.2
O=C1CCN(Cc2ccccc2)CCN1CCOc1ccccc1,7,-23,4,99,858*,1.6,-0.8,-1,2,4.2,4.6
Cc1cccc(OCCOc2ccc(/C=N/NC(=O)Cc3nnc(N)s3)cc2)c1,-2,4,2,102,7,3.2,-0.5,-16,-1,3.2,2.2
NC(CC(=O)O)c1cccc(OCc2ccccc2)c1 (configuration not stated),-2,-17,8,108,3,0.0,-1.8,-13,-6,2.6,-0.2
O=C(Nc1cccc(-c2ccc(N3CCOCC3)nn2)c1)c1ccc([N+](=O)[O-])cc1,-12,28,2,99,8,2.6,-0.3,/,-2,0.6,-1.6
O=C(COC(=O)c1ccco1)NCc1ccc2c(c1)OCO2,-5,7,6,99,32,-0.5,-1.2,11,0,2.6,-0.6
CC(CC(=O)O)NCC1COc2ccccc2O1 (configuration not stated),0,-9,2,101,142,5.0,-0.3,-12,4,-0.4,-0.8
O=c1[nH]c(/C=C/c2ccccc2OC(F)F)nc2c1cnn2-c1ccccc1,-5,-21,8,97,-7,2.4,-1.6,-13,-5,1.3,-0.2
CCOc1ccc(OCCC(=O)OCC(=O)NC2CCCCC2)cc1,4,19,0,104,-1,0.3,0.0,-3,-2,-2.5,-2.4
Cc1ccc(C(=O)CSc2nc(-c3ccccc3)ccc2C#N)cc1,-2,5,2,100,-17,5.9,-0.3,-10,-5,1.4,-1.8
Cc1cc(C)c(Cn2ncn(-c3ccc(Br)cc3)c2=O)c(C)c1,3,-1,-33,106,-17,3.6,6.5,-2,-4,-0.8,0.0
CN(C)c1ccc(C(=O)OCC(=O)N2CCCCCC2)cc1,1,-4,1,114,/,1.5,-0.2,/,1,2.2,3.3
COc1ccc(/C=C/C(=O)c2ccc(C)c([N+](=O)[O-])c2)cc1O,-2,8,-34,100,27,3.1,6.0,-29,-4,5.0,-1.4
COc1ccc(CCNC(=O)CSc2nc3c(c(=O)n(C)c(=O)n3C)n2C)cc1OC,-2,10,-1,96,17,3.2,0.2,-1,3,-1.4,-0.6
CC(NS(=O)(=O)c1ccc(OCC(=O)N2CCCC2)cc1)c1ccccc1 (configuration not stated),3,-9,-17,113,-16,2.2,2.1,12,-8,4.5,-1.1
CCN1CCN(CC(=O)N/N=C/c2cc(Br)cs2)CC1,7,-25,22,119,-5,-1.8,-4.6,-15,6,3.3,-0.9
Cc1cc(NC(=O)CCC(=O)N(c2ccccc2)C(C(=O)NCC2CCCO2)c2cccnc2)no1 (configuration not stated),3,-9,-1,91,-6,4.6,0.2,-2,8,1.4,0.0
O=C(c1ccccc1)c1cc2ccccc2oc1=O,3,-10,14,96,-7,0.9,-3.2,4,-7,-3.2,-1.3
CSc1ccc(CNC(=O)C2Cc3cc(S(=O)(=O)N4CCCC4)ccc3N2C(C)=O)cc1 (configuration not stated),3,-11,-2,112,-19,4.3,0.5,-11,-3,4.8,3.9
CC1CCC2(CC1)NC(=O)N(CC(=O)NCCc1ccc(F)cc1)C2=O (configuration not stated),7,-20,8,/,/,-0.2,-1.9,-14,-5,1.8,1.4
CCc1ccc2[nH]c(=O)c(CN(CCCO)C(=O)NCc3ccccc3)cc2c1,-4,12,5,/,-21,2.1,-0.9,-4,-9,3.1,-2.3
CC1(OC(=O)CCc2ccccc2)C(=O)C=C2C=C(c3ccc(C#N)cc3)N(C(CO)CO)C=C2C1=O (configuration not stated),5,-1,-34,99,7,0.5,6.2,/,3,3.2,2.4
CN(C)c1ccc(N=Cc2nc(-c3ccccc3)oc2OC(=O)c2ccccc2)cc1,0,-33,10,113,9,1.8,-1.9,-6,-14,0.9,-0.3
O=C(c1ccc(Cl)c(Cl)c1)N1CCN(c2ccccn2)CC1,9,-32,9,116,14,1.7,-1.8,-8,-3,/,/
CCN(CC(=O)NC1CCS(=O)(=O)C1)S(=O)(=O)c1ccc(C)c(C)c1 (configuration not stated),2,-10,13,101,-6,2.4,-2.8,-9,-10,0.2,-0.5
CC1(C)CC(=O)C(C=NCCN2CCN(C3CC(=O)N(c4cccc(Br)c4)C3=O)CC2)=C(O)C1 (configuration not stated),-5,14,-1,109,143,-0.5,0.3,8,6,4.6,-1.8
Cn1cc(Cl)c(C(=O)OCC(=O)Nc2ccc(S(N)(=O)=O)cc2)n1,-3,2,3,110,/,0.8,-0.5,-32,1,/,/
CCc1cccc(C)c1NC(=O)C1CC=CCC1C(=O)O (configuration not stated),-1,2,14,95,-11,5.5,-2.5,-22,-4,0.1,-2.6
O=C(O)c1cccc(S(=O)(=O)Nc2ccc(S(=O)(=O)N3CCOCC3)cc2)c1,2,-5,7,116,-10,4.0,-1.3,/,-12,-2.0,0.8
CC(O)CCC(=O)NNC(=S)Nc1ccccc1 (configuration not stated),6,-9,8,/,15,4.1,-1.5,10,-2,-2.6,0.7
CCn1c(/C(C#N)=N/O)nc2ccccc21,-1,13,8,/,1,2.0,-1.5,4,11,1.5,0.2
O=C(C1CCN(S(=O)(=O)c2ccc(Br)s2)CC1)N1CCN(c2ccccc2)CC1,0,-18,0,102,93,-1.5,-0.1,12,12,2.2,-0.2
O=C(Nc1ccc(O)cc1)c1ccc2c(c1)C(=O)N(N1C(=O)c3ccccc3C1=O)C2=O,-7,17,0,109,358,-2.6,-0.1,-4,3,2.5,2.1
CCc1cccc(NC(=O)CCS(=O)(=O)c2cccc3nonc23)c1,2,-25,1,108,6,2.0,-0.2,-7,-3,-2.1,-3.1
CCCCn1c(=NC(C)=O)c(C#N)cc2c(=O)n3cccc(C)c3nc21,5,-32,4,89,-9,3.8,-0.8,-4,-18,-0.2,-1.5
NC(=O)NC(Cc1ccccc1)C(=O)NCCCSc1ccccc1 (configuration not stated),0,-31,-8,103,-16,3.3,1.0,7,-8,2.0,0.3
CCOc1ccc(Cn2c(=O)oc3ccc(C)cc32)cc1OC,0,-2,-4,97,-15,0.8,0.6,-2,3,-1.4,-0.9
COc1ccc(Cl)cc1NC(=S)NC(=O)c1ccco1,5,-12,5,100,5,0.5,-1.3,1,-8,-1.2,-1.8
COC(=O)[C@]1(Cc2ccccc2)N[C@H](CN(C)C(=O)Nc2ccc(C(F)(F)F)cc2)[C@@H]2C(=O)N(C)C(=O)[C@@H]21,-2,6,11,96,4,2.3,-2.3,-3,-2,2.0,-2.0
CCOC(=O)c1c(C)[nH]c(C)c1C(=O)COC(=O)/C=C/c1ccc(OC(F)F)cc1,3,-5,-7,106,4,3.2,1.4,-8,-8,2.9,-2.3
OCCn1c(SCCOc2ccccc2)nc2ccccc21,-1,-18,7,91,-4,-0.6,-1.3,12,12,-0.8,2.2

High-throughput results (PubChem BioAssay)
